# Source: PubChem
# STAT1 inh: STAT1 signaling inhibition. 200,000 tested, 0.35% active. inhibition, % at 5.5 µM. NIH 3T3 STAT1-luciferase reporter, IFN-gamma, luminescence;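 active = inhibition above a set limit, the mean inhibition across all tested compounds plus 3 SD, cut at about 34% in these data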;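 also: 0% = IFN-gamma with DMSO and 100% = IFN-gamma with 300 µM nifuroxazide; values of inactives mirror those of a sister screen read the other way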
# FLuc inh counter: Photinus pyralis luciferase inhibition counter-screen | AID 1006 | 200,000 tested, 1.5% active | inhibition, % at 10 µM | ATPLite firefly luciferase biochemical luminescence, 10 min | P08659;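 active = inhibition above about 50% when tested at 10 µM, limit read from the data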
# Target sequence (P08659 whole entry, looked up): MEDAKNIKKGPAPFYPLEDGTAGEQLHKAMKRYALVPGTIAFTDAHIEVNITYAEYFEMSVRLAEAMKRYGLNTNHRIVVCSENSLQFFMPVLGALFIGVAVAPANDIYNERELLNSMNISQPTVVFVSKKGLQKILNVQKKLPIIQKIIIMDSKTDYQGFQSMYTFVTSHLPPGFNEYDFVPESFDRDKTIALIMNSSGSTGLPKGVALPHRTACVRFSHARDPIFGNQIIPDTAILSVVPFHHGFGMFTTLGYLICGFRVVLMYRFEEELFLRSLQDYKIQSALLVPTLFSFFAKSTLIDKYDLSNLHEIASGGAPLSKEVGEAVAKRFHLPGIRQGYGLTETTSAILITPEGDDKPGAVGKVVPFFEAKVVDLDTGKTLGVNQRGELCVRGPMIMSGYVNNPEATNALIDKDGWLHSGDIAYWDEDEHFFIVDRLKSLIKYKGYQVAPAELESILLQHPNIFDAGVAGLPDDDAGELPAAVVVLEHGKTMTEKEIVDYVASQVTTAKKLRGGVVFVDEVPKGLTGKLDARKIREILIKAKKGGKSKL
# NF-kB expr up: compounds increasing NF-kB expression in human neuronal cells; 190,000 tested, 1.6% active; NF-kB reporter expression; hits give high values; AID 1239; fold change at 12.5 µM; in the data active = fold change above about 3.3
# STAT3 activator: STAT3 signaling activation. U3A cells, IL-6 STAT3-luciferase reporter, luminescence; 100% = signal with IL-6 EC80 alone. activation (% of control), % at 5.6 µM. 190,000 tested, 0.91% active;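 active = activation above the screen-wide mean of compound activation plus 3 SD, cut at about 130% in these data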;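 also: 0% = background luminescence of wells with medium and substrate only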
#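 Test system: human U3A cells carrying STAT3-luciferase construct; control set: IL-6-only wells as 100% reference; timing: compound pre-incubation 1 h before IL-6, then 6 h stimulation at 37 °C; also added: IL-6 stimulus at 33 ng/mL final; evaluation: % activation versus median of IL-6-stimulated wells; detection: reporter luminescence signal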
# RAM network inh: blocks the yeast RAM network. S. cerevisiae dse1pr::URA3 reporter, 5-FOA growth OD615, 2 d; analog-sensitive cbk1-as2 kinase mutant strain. inhibition, % at 50 µM. 190,000 tested, 1.8% active. AID 868;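 active = inhibition above a set limit, 3 SD over mean compound inhibition, cut at about 8.4% in these data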;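 also: 0% = DMSO-only wells with no growth and 100% = 10 µM 1-NA-PP1 full growth; inhibition rescues growth on 5-FOA so higher OD means more RAM inhibition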
# APP 5'UTR act: activates APP 5'UTR luciferase reporter. SH-SY5Y APP 5'UTR luciferase reporter, luminescence; zero percent = DMSO vehicle wells. activation, % at 2 µM. 190,000 tested, 1% active. AID 1276;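 active = activation above a set limit, based on mean plus 3 SD of controls, cut at about 140% in these data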; also: values of inactives mirror those of a sister screen read the other way
# Hsp70 activator: switches on Hsp70 transcription; HeLa Hsp70 promoter luciferase reporter, luminescence; scaled: vehicle 0, proteasome-inhibitor control 100%; activation, % at 10 µM; 200,000 tested, 0.04% active; AID 1203;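 active = activation above the mean across all tested compounds plus 3 SD, cutoff set per campaign, cut at about 5.5% in these data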;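 also: 100% = MG132 at 30 µM as the positive control and 0% = DMSO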
# STAT3 blocker: STAT3 signaling inhibition | 190,000 tested, 0.89% active | inhibition, % at 5.5 µM | U3A cells, IL-6 STAT3-luciferase reporter, luminescence; host cell line lacks STAT1;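 active = inhibition above the mean inhibition across all screened compounds plus 3 SD, cut at about 44% in these data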;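 also: 0% = DMSO only wells and 100% = 100 µM nifuroxazide control wells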
# STAT1 act: activators of IFN-gamma induced STAT1 signaling. 200,000 tested, 2.6% active. AID 932. activation (% of control), % at 5.5 µM. NIH 3T3 STAT1-luciferase reporter, luminescence; 100% = IFN-gamma alone, no compound;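 active = activation above the screen-wide mean activation plus 3 SD, cut at about 130% in these data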;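 also: raw ratio to IFN-gamma control signal so 100% means no change and 0% no light; values of inactives mirror those of a sister screen read the other way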
# APP 5UTR inh: APP translation inhibition | inhibition, % at 2 µM | 190,000 tested, 0.82% active | SH-SY5Y APP 5'UTR-luciferase reporter, luminescence;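 active = inhibition above a set limit, derived from the sample mean plus 3 SD, cut at about 45% in these data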; also: values of inactives mirror those of a sister screen read the other way
# * hit, by the source's call; / = no result given.
SMILES,STAT1 inh,FLuc inh counter,NF-kB expr up,STAT3 activator,RAM network inh,APP 5'UTR act,Hsp70 activator,STAT3 blocker,STAT1 act,APP 5UTR inh
CC(=O)c1ccc(N2CCN(C(=O)CCC(=O)c3cccs3)CC2)cc1,10,-8,0.97,95,3.3,-4,-0.2,14,91,4
CC(C)(C)NS(=O)(=O)c1ccc(OCC(=O)NCCC2=CCCCC2)cc1,-2,-7,0.76,101,1.0,-1,-0.6,4,102,1
O=C1c2ccccc2C(=O)N1Cc1nc2ccccc2c(=O)n1CCCN1CCOCC1,0,1,0.86,103,0.5,-3,-0.2,3,100,2
COc1cccc(C(=O)OCc2ccccc2C#N)c1O,1,0,1.6,95,3.7,15,-0.3,11,99,-15
CC(C)N1CCC(N2CCN(Cc3ccc4nsnc4c3)CC2CCO)CC1 (stereo not drawn),-2,-1,/,105,2.1,9,-0.3,-1,100,-9
Nc1cc(C(=O)N2CCCC2)cc(C(=O)N2CCCC2)c1,4,-3,1.3,97,0.6,1,-0.3,8,96,-1
O=C(NNC(=O)C1CCN(c2ncccn2)CC1)c1ccccc1,-1,-6,1.1,99,-1.0,1,-0.3,8,99,-1
COCCNS(=O)(=O)c1cc(OC)c(C)cc1C,-4,-6,/,99,-0.3,-8,0.0,7,104,8
Clc1ccc(CNc2ccccc2NCc2ccc(Cl)nc2)cn1,15,-3,1.1,96,0.2,18,-0.3,11,85,-18
CCC(C)NC(=O)c1ccc(-n2c(=S)[nH]c3ccccc3c2=O)cc1 (stereo not drawn),3,0,0.94,95,4.3,-18,-0.1,10,99,18
CCOC(=O)C1CCCN(C(=O)c2sc3nc(-c4ccc(OC)cc4)cn3c2C)C1 (stereo not drawn),-1,-6,0.69,121,4.5,25,-0.2,-22,101,-25
O=C(Nc1ccccc1N1CCOCC1)c1ccccc1NS(=O)(=O)c1ccc(F)cc1,-5,0,0.84,98,1.9,-23,-0.4,3,105,23
O=C(Nc1nccs1)c1cc(S(=O)(=O)N2CCOCC2)c(Cl)cc1Cl,-2,-6,0.85,91,0.1,-6,-0.2,14,102,6
N#Cc1ccccc1NC(=O)c1ccccc1OCC(=O)Nc1ccc2c(c1)oc1ccccc12,8,/,/,102,/,6,-0.3,-1,93,-6
CCOc1nc(NC2CCCCC2)nc(NC(C)(C)C)n1,9,-7,0.88,93,-1.1,-1,-0.3,10,94,1
O=C(O)COc1ccc2oc3ccccc3c2c1,2,-5,0.93,104,-1.5,-1,-0.2,4,97,1
COc1ccc(C(=O)COC(=O)CCN2C(=O)C3C4CC(C(Br)C4Br)C3C2=O)cc1 (stereo not drawn),-3,-8,1.5,109,1.3,-14,-0.3,-5,102,14
CC(=O)c1ccc(N2CCN(C(=O)C3(S(=O)(=O)c4ccc(Cl)cc4)CC3)CC2)cc1,12,-5,0.9,101,-0.1,9,-0.1,3,89,-9
CCCCc1c(O)nc(SCC(=O)c2ccccc2)[nH]c1=O,-9,-2,1.1,103,-0.2,3,-0.4,0,108,-3
O=P(CCN1CCCCC1)(c1ccccc1)c1ccccc1,1,-7,0.68,97,0.7,13,0.3,8,99,-13
N#Cc1cnn2cc(CCN3CCOCC3)c(-c3ccc(F)cc3)nc12,-7,1,/,105,0.8,0,-0.1,-1,104,0
CCN(CC)CCCN(Cc1cc2cc(OC)c(OC)cc2[nH]c1=O)C(=O)Nc1ccccc1,5,-8,1.6,98,0.8,8,-0.3,4,94,-8
COc1ccc(C[C@H]2CN3C(=NC[C@H]3Cc3ccccc3)N2CCNC(=O)CCC2CCCCC2)cc1,10,-7,0.91,/,1.4,17,-0.4,/,92,-17
CC(=O)C1=C(C)N(CC2CC2)C(=O)N[C@H]1c1ccc(Br)cc1,-7,-6,1.1,103,2.4,7,-0.3,-7,106,-7
COC(=O)c1cc(C)sc1NC(=O)CC1Nc2ccccc2NC1=O (stereo not drawn),5,4,1,92,1.6,20,-0.1,11,94,-20

SMILES,STAT1 inh,FLuc inh counter,NF-kB expr up,STAT3 activator,RAM network inh,APP 5'UTR act,Hsp70 activator,STAT3 blocker,STAT1 act,APP 5UTR inh
Cc1cccc(Cn2c(N(C)Cc3ccccc3)nc3c2c(=O)[nH]c(=O)n3C)c1,3,-3,0.81,115,1.9,5,-0.2,-8,97,-5
Cc1sc(-c2ccccn2)nc1OC(=O)c1cccc(Cl)c1Cl,-4,-4,1,97,2.5,10,0.0,12,107,-10
Cc1cc(Br)c2nc3c(c(C(=O)O)c2c1)CCCCC3,1,-7,1,107,0.6,13,-0.3,-6,99,-13
CC(C)(C)c1ccccc1NC(=S)NCc1ccccc1,-2,-5,1.1,96,-1.4,9,-0.4,1,102,-9
S=C(NCCN1CCOCC1)Nc1ccc(-c2nc3ccccc3[nH]2)cc1,-13,10,1.1,87,1.9,22,-0.1,23,110,-22
Nc1nc(SCC(=O)NCCO)nc2sc3c(c12)CCCC3,-12,18,1.2,97,0.5,-4,0.1,8,107,4
CCn1c(=O)c(C(=O)NCCNCCO)c(O)c2ccccc21,-1,-5,1.1,104,1.6,3,-0.2,-1,101,-3
Cc1ccc(-c2nnc(SCC(=O)N/N=C/c3ccc(C)s3)n2-c2ccccc2)cc1,2,-2,0.92,99,0.0,3,-0.2,0,98,-3
Cc1ccccc1/C=C/C(=O)NCC(=O)N1CCC(N(C)C2CCCCC2C)CC1 (stereo not drawn),-7,-4,0.84,104,0.4,18,0.2,7,105,-18
COc1ccc(N=Cc2nc(-c3ccco3)oc2O)cc1,-39,38,2.4,101,5.8,26,0.4,2,136*,-26
CCOC(=O)N1CCN(S(=O)(=O)c2cccc3nsnc23)CC1,-9,-6,1,98,-0.9,-2,-0.1,7,110,2
CC(C)[C@H](NS(=O)(=O)c1ccccc1)C(=O)OCC(=O)NC(=O)c1cccn1C,4,-2,0.98,103,1.7,-8,-0.3,4,96,8
COc1cc(S(=O)(=O)NC2CCCCC2)c(C)cc1C,5,-3,/,91,-0.1,-9,0.0,16,96,9
COc1ccc(N2CCN(C(=O)Cc3cccs3)CC2)cc1,-3,-5,1.1,100,1.6,17,-0.1,2,103,-17
COc1ccc(CCn2c(N3CCN(Cc4ccccc4)CC3)nc3c2c(=O)[nH]c(=O)n3C)cc1,-16,-1,1.1,109,0.7,-3,-0.1,-6,115,4
COc1ccc(-c2[nH]ncc2CN(Cc2nccn2C)C(C)C)cc1F,0,-4,/,104,/,-6,0.0,0,98,6
CCCCn1c(SCC(=O)NC(C)CC)nc2ccc(N3CCOCC3)cc2c1=O (stereo not drawn),-2,1,1.6,121,3.2,1,0.2,-24,102,-1
Cc1cc(=O)[nH]c(NN=C(CC(C)C)CC(C)C)n1,3,-6,1.1,106,0.1,-1,-0.1,-4,97,1
Cn1c(N)c(C(=O)COC(=O)c2ccnc3ccccc23)c(=O)n(C)c1=O,12,-3,1,95,6.4,8,-0.5,3,89,-8
Cc1ccc(NC(=O)C(=O)NCCN2CCN(C(=S)Nc3ccccc3)CC2)cc1,5,-8,0.85,93,3.4,2,-0.4,10,95,-2
CCOc1ccc(NC(=O)C2CCCN(S(=O)(=O)c3c(C)n[nH]c3C)C2)cc1 (stereo not drawn),20,-1,0.8,/,4.2,20,-0.4,/,81,-20
CS(=O)(=O)N1CCc2cc(C(=O)Nc3ccccc3)ccc21,-15,7,1.7,93,3.8,25,0.1,14,114,-25
O=C(Nc1nc(COc2ccccc2)cs1)c1ccccc1F,1,-3,1.6,82,4.5,17,-0.4,25,99,-17
CCS(=O)(=O)c1ccc2c(c1)NC(=O)C(CCO)O2 (stereo not drawn),-2,0,1,106,1.4,12,0.3,5,101,-12
CS(=O)(=O)c1ccc(C(=O)NC2CCCCC2)cc1,0,0,1,100,1.1,-2,-0.1,-5,100,2

# 2 neighbouring records already listed, for reference:
SMILES,STAT1 inh,FLuc inh counter,NF-kB expr up,STAT3 activator,RAM network inh,APP 5'UTR act,Hsp70 activator,STAT3 blocker,STAT1 act,APP 5UTR inh
COc1ccc(CCn2c(N3CCN(Cc4ccccc4)CC3)nc3c2c(=O)[nH]c(=O)n3C)cc1,-16,-1,1.1,109,0.7,-3,-0.1,-6,115,4
COc1ccc(-c2[nH]ncc2CN(Cc2nccn2C)C(C)C)cc1F,0,-4,/,104,/,-6,0.0,0,98,6

# Remaining list, next part
SMILES,STAT1 inh,FLuc inh counter,NF-kB expr up,STAT3 activator,RAM network inh,APP 5'UTR act,Hsp70 activator,STAT3 blocker,STAT1 act,APP 5UTR inh
CCOCCn1c(COc2ccc(C)cc2)nc2ccccc21,-22,26,1.9,102,-0.5,34,0.2,7,120,-34
COC(=O)/C(=C/Nc1cccc2ccccc12)[N+](=O)[O-],11,-3,1.2,173*,4.2,5,-0.2,-77,90,-5
CCCNC(=O)C1CCN(c2cc(-c3ccccc3)nc3ncnn23)CC1,9,-6,0.96,101,1.8,-9,-0.3,5,91,9
COc1ccc(-n2c(SCC#N)nnc2-c2ccc(NS(=O)(=O)c3ccc(C)cc3)cc2)cc1,1,-10,0.4,113,8.5*,-7,-0.3,-8,100,7
C=CCNC(=O)/C(=C\C=C\c1ccccc1)NC(=O)c1ccc(OCCCC)cc1,4,-2,1.2,103,4.7,-8,-0.1,-3,96,8
CC1CC(C)CN(c2nc3c(c(=O)n(C)c(=O)n3C)n2CCSc2ncccn2)C1 (stereo not drawn),-8,-8,1,109,1.9,6,0.1,-2,108,-6
CCOC(=O)/C(=C\c1ccc(OC(F)F)cc1)C1=Nn2c(nnc2-c2ccc(Cl)cc2)SC1,5,-2,8.3*,98,3.0,-34,-0.4,5,96,34
N#Cc1c(N)n(CCOC(=O)c2cccc([N+](=O)[O-])c2)c2nc3ccccc3nc12,4,-10,0.81,102,12*,14,-0.3,3,96,-14
CS(=O)(=O)N1CCN(C2Cc3ccccc3C2)CC1,7,-2,1.1,101,0.5,18,-0.4,-1,94,-18
Nc1ccc(-n2ccnc2)cc1,4,-2,0.98,105,0.1,1,-0.1,-4,97,-1
O=C(Oc1ccc(/C=N/Nc2ccccc2)cc1)c1ccccc1,-1,1,2,106,3.4,0,0.5,-6,101,0
CCCn1c(CN(C)Cc2ccccc2)nc2c1c(=O)n(C)c(=O)n2C,20,-8,0.66,64,-0.5,7,-0.5,46*,81,-7
CN1CCN(c2ccc([N+](=O)[O-])cc2/C=N/NC(=O)c2cccc([N+](=O)[O-])c2)CC1,7,-1,1.1,101,0.1,-4,-0.2,-4,96,4
COc1ccc(NCc2nnc(SCC(=O)Nc3ccccc3OC)o2)cc1,-10,2,1.8,104,0.9,/,-0.3,2,110,/
COc1ccc(-n2c(Cc3cccn3C)nnc2SCC(=O)Nc2ccc3c(c2)OCCO3)cc1,22,4,0.67,94,3.7,3,-0.3,12,80,-3
O=C(NC1CCCCC1)c1ccc2c(=O)n(CC3CCCO3)c(=O)[nH]c2c1 (stereo not drawn),-10,-4,0.82,101,5.1,-4,-0.2,3,109,4
Nc1ccc(C(=O)c2cccs2)cc1[N+](=O)[O-],-7,-2,1.4,84,13*,3,0.1,24,106,-3
Cc1ccc(S(=O)(=O)NNc2nc3ccccc3nc2C(F)(F)F)cc1,0,-5,1,99,-1.0,-8,-0.4,2,102,8
CC1CCCCC1NC(=O)COC(=O)c1ccc(S(=O)(=O)NCc2ccco2)cc1 (stereo not drawn),1,-3,1.2,101,2.0,/,-0.4,-2,99,/
